Screening results deposited in PubChem BioAssay by several laboratories.
SUMO1-SIM PPI – SUMO1-SIM interaction modulation; P63165; SUMO1 binding to a labelled peptide, TR-FRET, 1 h; inhibition, % at 20 µM; 360,000 tested, 0.33% active; AID 602429; in the data active = inhibition above about 37%
Target sequence (P63165 whole entry, looked up): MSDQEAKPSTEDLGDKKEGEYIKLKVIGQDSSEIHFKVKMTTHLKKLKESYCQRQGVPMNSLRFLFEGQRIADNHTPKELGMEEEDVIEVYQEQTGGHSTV
NadD inh – NadD (S. aureus) enzyme inhibition; purified NadD enzyme, colorimetric absorbance read-out; inhibition, % at 20 µM; 360,000 tested, 0.78% active; AID 602399; in the data active = inhibition above about 26%; note: some compounds past the cut are filed as inactive
TbMetRS inhib – blocks T. brucei methionyl-tRNA synthetase activity | inhibition, % at 11.9 µM | AID 624268 | 360,000 tested, 0.4% active | purified T. brucei MetRS, ATP depletion, Kinase-Glo luminescence;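 active = inhibition above a per-plate cutoff of the control wells' mean inhibition plus 3 SD, cut at about 5.5% in these data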;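 note: 0% = DMSO wells median and 100% = median of wells with control inhibitor compound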
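Dosing: 11.9 µM compound single dose, 0.9% DMSO; Assay system: purified T. brucei MetRS enzyme; Measured by: Kinase-Glo luciferase luminescence reporting remaining unconsumed ATP; Schedule: 15 min plus 2 h at 25 °C.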
DNMT1 inh – inhibitors of human DNMT1 | P26358 | DNMT1 molecular beacon, Hinp1I cleavage, fluorescence | inhibition (reported as % activation of signal), % at 10 µM | 360,000 tested, 0.83% active; in the data active = inhibition above about 50%
LMPTP block – LMPTP (human) inhibition. P24666. recombinant LMPTP-A, OMFP fluorogenic substrate, fluorescence intensity. inhibition, % at 20 µM. 360,000 tested, 0.22% active. AID 651560;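 active = compounds that cut the enzyme signal by at least half of the control window in the single-dose screen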;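 note: plate controls were DMSO wells with enzyme plus substrate for no effect and substrate without enzyme for full effect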
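Buffer or medium: Bis-Tris pH 6.0, DTT, detergent; Assay system: LMPTP-A enzyme; Quantity: 0.625 nM enzyme; Detection: endpoint fluorescence intensity; Times: 50 min dark incubation at room temperature; Controls: substrate-only low control, DMSO enzyme-plus-substrate high control; Doses: single 20 µM dose; Read-out: percent inhibition versus substrate-only and uninhibited controls; Reagent: 400 µM OMFP.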
SKN-1 inh – blocks SKN-1 activity in C. elegans. C. elegans VP596 Pgst-4::GFP/RFP ratio, acrylamide-induced, 24 h. inhibition, % at 21.8 µM. 360,000 tested, 0.49% active;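 active = interference check ratio from 0.5 to 1.5 plus GFP to RFP signal ratio inhibition reaching or exceeding a fixed threshold, cut at about 30% in these data, passing the limit was not always enough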; note: some compounds called inactive have numbers as strong as hits
Scp-1 inhibitor – blocks human Scp-1 phosphatase activity; 340,000 tested, 0.88% active; Recombinant Scp1, phosphopeptide, malachite green phosphate absorbance; inhibition, % at 20 µM; Q9GZU7;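 active = inhibition above about 50% at 20 µM, limit read from the data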;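 note: plate controls were DMSO wells with enzyme for no effect and wells lacking enzyme for full effect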
Target sequence (Q9GZU7 76-261 limits assumed): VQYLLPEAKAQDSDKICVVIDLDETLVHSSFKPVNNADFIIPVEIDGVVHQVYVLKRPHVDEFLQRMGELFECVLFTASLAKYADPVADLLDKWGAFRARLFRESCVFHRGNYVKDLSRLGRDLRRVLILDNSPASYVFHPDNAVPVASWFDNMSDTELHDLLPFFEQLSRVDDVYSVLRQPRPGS
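Test system – truncated SCP-1 phosphatase (76-261aa) · Reagent – Phosphorylated 17-residue peptide substrate · Incubation – 45 min room-temperature reaction, 5 min colour, 30 min stabiliser · Detection – colorimetric phosphate reagent with accelerator and stabiliser, absorbance at 630 nm · Measure – % inhibition at 20 µM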
STEP inh – STEP (human) phosphatase inhibition; P54829; recombinant STEP, OMFP fluorogenic substrate, fluorescence; inhibition, % at 20 µM; 360,000 tested, 0.25% active; AID 588621;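 active = inhibition at 20 µM, scaled per plate between control wells, above about 37%, limit read from the data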;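 note: 0% = DMSO with enzyme and substrate and 100% = substrate only without enzyme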
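System: STEP phosphatase, cell-free reaction; Buffer or medium: Bis-Tris pH 6.0 buffer with DTT, detergent; Incubation: 20 min at room temperature, dark; Measured by: fluorescence, 480/540 nm.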
CendR NRP1 mod – modulators of CendR peptide binding to human neuropilin-1; FAM-RPARPAR peptide binding to NRP-1, fluorescence polarization; inhibition, % at 25 µM; 360,000 tested, 0.85% active; O14786;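 active = inhibition or corrected inhibition above about 18%, plus a signal ratio from 0.5 to 1.5, limit read from the data, passing the limit was not always enough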; note: strong numbers were not always called active
Neddylation inh – cullin neddylation inhibition. TR-FRET cullin neddylation, biochemical. calls only at 25 µM. 360,000 tested, 0.58% active. P61081+Q13564; in the data active = inhibition above about 36%
Target sequence (P61081 whole entry, looked up): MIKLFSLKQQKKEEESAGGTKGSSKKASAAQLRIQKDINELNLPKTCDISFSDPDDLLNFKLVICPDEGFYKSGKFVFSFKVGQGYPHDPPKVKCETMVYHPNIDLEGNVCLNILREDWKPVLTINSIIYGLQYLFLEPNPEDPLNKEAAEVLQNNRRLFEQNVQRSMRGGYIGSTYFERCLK
Target sequence (Q13564 whole entry, looked up): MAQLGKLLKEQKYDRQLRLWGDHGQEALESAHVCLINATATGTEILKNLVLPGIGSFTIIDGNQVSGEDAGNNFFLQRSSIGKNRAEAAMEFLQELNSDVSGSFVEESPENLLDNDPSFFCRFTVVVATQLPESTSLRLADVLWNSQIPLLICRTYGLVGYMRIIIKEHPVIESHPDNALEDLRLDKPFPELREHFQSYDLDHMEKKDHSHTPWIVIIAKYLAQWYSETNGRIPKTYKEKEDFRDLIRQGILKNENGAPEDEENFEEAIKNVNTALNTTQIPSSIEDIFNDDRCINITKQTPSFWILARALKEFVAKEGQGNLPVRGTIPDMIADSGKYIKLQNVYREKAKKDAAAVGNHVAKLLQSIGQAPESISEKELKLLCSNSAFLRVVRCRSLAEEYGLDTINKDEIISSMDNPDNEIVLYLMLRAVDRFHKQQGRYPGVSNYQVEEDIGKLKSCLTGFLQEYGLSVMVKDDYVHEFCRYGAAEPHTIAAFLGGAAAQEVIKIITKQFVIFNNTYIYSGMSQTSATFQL
* marks the source's active call; other numbers are inactive results; i = inactive; · = no result given; + = active, no number.

SMILES	SUMO1-SIM PPI	NadD inh	TbMetRS inhib	DNMT1 inh	LMPTP block	SKN-1 inh	Scp-1 inhibitor	STEP inh	CendR NRP1 mod	Neddylation inh
NNC(=O)c1sc2cc(C(F)(F)F)cnc2c1-c1cccnc1	-3	2	-0.6	5	0.7	-4	4	-2	4	i
O=C(N/N=C/c1ccncc1)c1sc2ccccc2c1Cl	-21	7	-0.4	-1	-0.6	16	2	-1	6	i
COc1cccc(CC2(CO)CCCN(Cc3cn[nH]c3-c3cc(C)ccc3C)C2)c1 (centres undefined)	-5	-5	-0.6	1	-0.8	0	-1	-4	-16	i
COCCN(C(=O)COC(=O)c1cnc(C)cn1)c1c(N)n(Cc2ccccc2)c(=O)[nH]c1=O	3	-3	-0.6	-2	-0.5	-8	-5	-3	-7	i
CCOC(=O)c1[nH]c2c(c1C)C(=O)CC(c1ccc(OCC)c(OC)c1)C2 (centres undefined)	-2	-5	-1.3	-4	-0.9	11	-10	-8	-8	i
COc1ccc(-c2onc(C)c2-c2ccc(C(=O)OC(C)C)o2)c(O)c1	-10	-11	0.1	3	3.7	-7	-9	-1	5	i
COc1ccccc1N(C)S(=O)(=O)c1ccc(C(=O)NCC(c2ccco2)N2CCCCC2)cc1 (centres undefined)	1	-3	-0.3	-2	-1.0	-10	-6	-3	-3	i
O=C1c2cccc3c2N(CCC3)C(=O)C1(F)c1ccccc1 (centres undefined)	-4	-4	0.2	-1	-0.4	10	0	-2	-4	i
CCCOc1ccc(C(=O)NC(=S)N2CCN(c3cc4c(cc3F)c(=O)c(C(=O)O)cn4CC)CC2)cc1	6	10	0.8	0	49	-5	-1	3	-1	+
C#CCOCCOCCOCCNc1nc(N2CCN(C(=O)Cn3cc(CCO)nn3)CC2)nc(N2CCN(C(=O)Cn3cc(CC(C)O)nn3)CC2)n1 (centres undefined)	4	-1	-0.2	4	-1.7	-8	-6	0	17	i
COc1ccccc1NC(=O)NNC(=O)CCc1ccccc1	0	1	0.1	2	-0.2	1	-2	-2	9	i
Cc1cnc(C(=O)OCc2ccc(Br)cc2F)cn1	-1	-2	0.1	1	-0.7	0	-10	-1	-6	i
COc1ccc(-c2cc(C(=O)N3CCCCC3)no2)cc1OC	-4	-4	-0.2	3	-0.4	4	-11	-1	3	i
CN1C[C@@H]2[C@@H]3C(=O)N(C)C(=O)[C@@H]3[C@](C)(C1=O)N2C(=O)c1ccc(Cl)cc1	9	-2	-0.3	4	0.4	11	-2	0	12	i
O=C(N/N=C/c1ccc([N+](=O)[O-])s1)c1ccncc1	-28	2	-0.5	-9	-0.9	-1	-7	3	11	i
O=S(=O)(Nc1ncnc2sc3c(c12)CCC3)c1ccc2ccccc2c1	13	5	-0.1	2	-0.9	-9	1	-1	-10	i
COc1cc(C(C)=O)ccc1OCC(=O)N1CCCC1c1ccc2c(c1)OCCCO2 (centres undefined)	4	2	0.2	-3	-0.2	-4	·	2	5	i
COc1cccc(CNCc2cccnc2)c1OCc1ccccc1	-1	-5	0.2	1	-0.4	-8	6	-3	-2	i
CC(C)NC(=O)COc1ncnc2sccc12	1	-3	-0.6	0	-2.2	5	-11	-25	-7	i
CC(C(=O)Nc1nncs1)N1C(=O)C2C3C=CC(C3)C2C1=O (centres undefined)	-4	3	0.4	1	-0.7	3	3	-1	1	i
CC(C)Oc1ccc(CC2CC(=O)NC2=O)cc1 (centres undefined)	2	-4	1.4	3	-1.4	5	-4	0	8	i
CCOC(=O)Cc1csc(NC(=O)c2ccc(S(=O)(=O)N(CCOC)CCOC)cc2)n1	6	3	-1.6	4	1.0	-5	4	-4	3	i
CCCCCSc1nc2c(c(=O)[nH]c(=O)n2C)n1C	5	6	-0.3	3	-1.9	-1	2	4	-13	i
Cc1ccc(C(=O)Cn2nnc3ccccc32)cc1[N+](=O)[O-]	-19	-5	-0.5	4	0.0	0	1	-2	9	i
CCc1ccnc(NC(=O)Nc2ccc(OCc3ccccc3)cc2)c1	0	16	-0.9	12	-1.7	13	-6	1	3	i
More structures follow:
SMILES	SUMO1-SIM PPI	NadD inh	TbMetRS inhib	DNMT1 inh	LMPTP block	SKN-1 inh	Scp-1 inhibitor	STEP inh	CendR NRP1 mod	Neddylation inh
O=C(Nc1ccc2c(c1)OCO2)N1CCN(c2ccc(F)cc2)CC1	1	-5	-0.3	-1	-1.2	5	2	-2	-8	i
COc1ccc(Cl)cc1C(=O)CSc1nnnn1C1CCCC1	1	-10	-0.9	-2	1.3	1	-15	4	-3	i
CC(Oc1ccccc1)C(=O)N=C1SC2CS(=O)(=O)CC2N1Cc1ccc(F)cc1 (centres undefined)	3	-8	0.0	-1	0.8	-5	-9	-4	14	i
CS(=O)(=O)c1ccc(Cl)c(NC(=O)COC(=O)CCCN2C(=O)c3cccc4cccc(c34)C2=O)c1	-29	-8	-0.4	-2	6.1	15	-5	1	3	+
O=C(Nc1cccnc1)c1ccc(-c2ccc(Cl)cc2)o1	-4	2	0.1	2	0.3	-1	-3	5	-9	i
Cc1ccc2c(c1)COc1c3ccc(C(=O)NCCO)cc3nn1-2	-31	3	-0.2	4	1.2	0	-8	-2	4	+
O=C(NCc1ccc2c(c1)OCO2)C1CCCCC1	5	-2	-0.7	-8	-0.7	-2	-10	-5	15	i
COc1ccc(OC)c(S(=O)(=O)N2CCCC(C(=O)NCc3ccncc3)C2)c1 (centres undefined)	-2	3	-0.2	3	0.6	7	2	1	4	i
Nc1n[nH]c(-c2ccc(F)cc2)n1	5	-5	-0.7	2	-1.0	-6	-7	-1	-5	i
CCC(CCC(=O)Nc1ccc(S(N)(=O)=O)cc1)C(=O)O (centres undefined)	1	0	-1.0	4	-0.9	0	10	-2	-1	i
Cc1ccc(S(=O)(=O)N2CCN(C(=O)COC(=O)c3cnc(C)cn3)CC2)c(C)c1	-5	-5	-0.2	1	0.5	-4	-1	0	2	i
Cc1cccc(C(=O)Nc2nnc(-c3ccco3)o2)c1	11	13	0.4	1	-1.7	7	-9	-1	-8	i
O=C(Cn1c(NCCO)nc2ccccc21)N1CCN(Cc2ccccc2)CC1	0	-8	-1.1	3	8.6	-1	-4	-1	1	i
O=C(c1ccco1)N1CCN(C(=O)C2CC(c3ccc(F)cc3)=NO2)CC1 (centres undefined)	4	0	-1.0	3	-1.6	11	7	1	-6	i
CC(C)(C)c1ccc(C(=O)Nc2nnc(C3=COCCO3)o2)cc1	4	13	-0.1	0	-1.5	-5	-9	2	6	i
CCN(CC)Cc1c(O)ccc2cc(-c3nc4ccccc4n3C)c(=O)oc12	-10	2	-0.6	0	0.4	10	-12	-2	-7	i
O=C1OCCC1=COCCCCCOC=C1CCOC1=O	1	3	-0.2	-3	-1.7	1	·	0	4	i
Cc1cccc(C)c1NC(=O)COC(=O)c1cccnc1	4	-5	0.0	-2	-2.8	-16	-1	-2	-12	i
Cn1c(-c2ccccc2)n[nH]c1=S	0	3	-0.2	0	-0.4	1	-5	2	5	i
CC1CCN(CCCCOc2ccc(Cl)cc2)CC1	-3	-9	-0.8	0	-2.6	20	1	-1	0	i
Cc1ccc(-n2ncc3c(=O)n(Cc4ccccn4)cnc32)cc1C	2	-5	0.1	1	-0.3	-3	-12	0	15	i
Cc1nc2ccccn2c1C(=O)C(=O)Nc1cc(F)ccc1F	-3	0	-0.4	2	0.1	5	7	-1	-3	i
CCOC(=O)c1c(C)[nH]c(C(=O)COC(=O)/C=C/c2ccc(O)c(OC)c2)c1C	2	-5	0.1	-14	-0.7	6	-8	-4	-10	i
FC(F)(F)C1CCCN(c2nsc3ccccc23)C1 (centres undefined)	1	35*	0.3	2	1.8	5	34	2	11	i
COc1cc(/C=C(\C#N)c2nnc(N3CCOCC3)n2-c2ccccc2)ccc1O	-9	0	-1.8	2	-0.7	4	4	-1	2	i
(listing goes on)
SMILES	SUMO1-SIM PPI	NadD inh	TbMetRS inhib	DNMT1 inh	LMPTP block	SKN-1 inh	Scp-1 inhibitor	STEP inh	CendR NRP1 mod	Neddylation inh
CCCCCCN1C[C@H](O)[C@@H](n2cc(C3CC3)nn2)C[C@@H]1c1ccccc1	28	8	-1.1	2	-3.0	-1	·	0	-10	i
CCN(CC)CCn1c(/N=C/c2cc(Br)ccc2O)nc2ccccc21	3	-1	1.0	-3	1.2	5	-3	-1	-12	i
CCOc1ccccc1OCC(=O)Nc1ccc(N2CCCCC2)cc1	0	-9	-0.5	-3	0.1	3	-1	2	-10	i
Cc1ccc2nc(Br)c3c(c2c1)OC(CBr)C3 (centres undefined)	4	-7	-0.5	-1	1.7	9	-1	2	1	i
COc1ccc(OC)c(NC(=O)CSc2nnc(NC(=O)c3ccco3)s2)c1	4	-8	-0.2	1	-0.2	15	2	0	6	i
CCOC(=O)CN(C(=O)CNC(=O)c1cccs1)C(C(=O)NC1CCCC1)c1ccncc1 (centres undefined)	4	-2	-0.3	-1	-1.0	-13	-9	-1	2	i
Cc1nnsc1C(=O)Nc1cc(Cl)ccc1Cl	-1	2	-0.5	6	-0.4	15	-3	-1	-3	i
CN(Cc1ccco1)C(=O)CC[C@H]1O[C@@H](n2ccc(=O)[nH]c2=O)[C@H](O)[C@@H]1O	2	-8	-0.3	-4	-2.1	9	·	-1	-9	i
CCOc1ccc(S(=O)(=O)/N=C(\N)c2ccccc2)cc1	1	-1	-0.8	1	0.1	2	-2	-2	-8	i
O=C(Nc1ccncc1)c1ccc2ccccc2c1	-12	0	-0.3	2	-0.7	3	-6	0	-20	i
Cc1nn(S(=O)(=O)c2cccc([N+](=O)[O-])c2)c(C)c1Br	-18	7	1.2	0	-0.1	5	-10	1	-2	i
O=C(O)c1ccn(CSc2cc(Cl)ccc2Cl)n1	3	-1	-0.4	1	-0.2	-9	-10	1	3	i
C/C(=N\N=C1\NC(=O)C(CC(=O)Nc2ccccc2F)S1)C1CCCCC1 (centres undefined)	-1	1	-0.1	-2	0.0	24	-7	-2	-7	i
O=C(Cc1ccccc1)NCCc1c[nH]c2ccccc12	6	1	0.5	-3	-3.0	-3	0	0	7	i
Cn1nnc(NC(=S)NC(=O)c2cc3ccccc3o2)n1	-14	0	0.5	0	-0.2	8	-8	1	2	i
Cc1cc(/C=N/n2cnnc2)c(O)c([N+](=O)[O-])c1	-32	-1	0.0	1	1.3	-3	-8	-2	2	i

Part of the list above, with bars between the fields:
structure | SUMO1-SIM PPI | NadD inh | TbMetRS inhib | DNMT1 inh | LMPTP block | SKN-1 inh | Scp-1 inhibitor | STEP inh | CendR NRP1 mod | Neddylation inh
CCOc1ccc(S(=O)(=O)/N=C(\N)c2ccccc2)cc1 | 1 | -1 | -0.8 | 1 | 0.1 | 2 | -2 | -2 | -8 | i
C/C(=N\N=C1\NC(=O)C(CC(=O)Nc2ccccc2F)S1)C1CCCCC1 (centres undefined) | -1 | 1 | -0.1 | -2 | 0.0 | 24 | -7 | -2 | -7 | i
Cc1nn(S(=O)(=O)c2cccc([N+](=O)[O-])c2)c(C)c1Br | -18 | 7 | 1.2 | 0 | -0.1 | 5 | -10 | 1 | -2 | i
O=C(Nc1ccncc1)c1ccc2ccccc2c1 | -12 | 0 | -0.3 | 2 | -0.7 | 3 | -6 | 0 | -20 | i
